ALOX15 inhib – qHTS Assay for Inhibitors of 15-hLO (15-human lipoxygenase); Polyunsaturated fatty acid lipoxygenase ALOX15 (Homo sapiens), P16050; purified 15hLO-1, xylenol orange hydroperoxide absorbance; Potency, µM (top dose mostly 57.1 µM), without a hit: at the top dose activity change, negative = inhibition, actives largely listed as inhibitors; hit rate 1.4% among 74,000; also: potency is read from the fitted curve at half-maximal effect; % is scaled to controls: 0 for no effect and ±100 for the full control effect; nearly all actives have a fitted effect of over 55% in size
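Quantitative HTS in 25 mM Hepes pH 7.5 containing 0.01% Triton X-100: human 15hLO-1 at 40 nM, arachidonic acid at 50 uM, 6 min turnover. Product quantified via ferrous oxidation/xylenol orange, 573:405 nm absorbance ratio.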
Ub-GFP proteasome – Ubiquitin-GFP Assay | 67,000 tested, under 10 active | Potency, µM (titrated, usually from 45.9 µM), without a hit: at the top dose activation (GFP accumulation), most hits filed as activators | Ubiquitin-GFP reporter cells, proteasome inhibition, GFP fluorescence; response scale: untreated = 0%, 10 µM MG-132 = 100%; active = well fitted activation curve with a large enough effect, not every such curve was filed as active; inconclusive = small, poorly fitted or top-dose-only effect, or another doubt; inactive = no such curve, though single readings can be large or run the other way; also: potency is read from the fitted curve at half-maximal effect
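U2OS cells stably expressing ubiquitin(G76V)-GFP, seeded overnight in 0.5% FBS medium, were exposed to compounds (qHTS, 46 uM to 2.9 nM) for 4 hr at 37 °C. GFP-positive cells were counted by laser cytometry (488 ex/515 em), normalized between basal and 10 uM MG-132.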
BRCT PPI green – qHTS Assay for Inhibitors of BRCT-Phosphoprotein Interaction (Green Fluorophore) | hit rate 0.05% among 75,000 | Potency, µM (titrated, usually from 76.9 µM), for inactives: at the highest dose activity change, negative = inhibition, actives largely listed as inhibitors | BRCA1 BRCT-phosphopeptide binding, green fluorescence polarization;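 also: potency is read from the fitted curve at half-maximal effect; plate controls were peptide without protein for full effect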
Target sequence (P38398 whole entry, looked up): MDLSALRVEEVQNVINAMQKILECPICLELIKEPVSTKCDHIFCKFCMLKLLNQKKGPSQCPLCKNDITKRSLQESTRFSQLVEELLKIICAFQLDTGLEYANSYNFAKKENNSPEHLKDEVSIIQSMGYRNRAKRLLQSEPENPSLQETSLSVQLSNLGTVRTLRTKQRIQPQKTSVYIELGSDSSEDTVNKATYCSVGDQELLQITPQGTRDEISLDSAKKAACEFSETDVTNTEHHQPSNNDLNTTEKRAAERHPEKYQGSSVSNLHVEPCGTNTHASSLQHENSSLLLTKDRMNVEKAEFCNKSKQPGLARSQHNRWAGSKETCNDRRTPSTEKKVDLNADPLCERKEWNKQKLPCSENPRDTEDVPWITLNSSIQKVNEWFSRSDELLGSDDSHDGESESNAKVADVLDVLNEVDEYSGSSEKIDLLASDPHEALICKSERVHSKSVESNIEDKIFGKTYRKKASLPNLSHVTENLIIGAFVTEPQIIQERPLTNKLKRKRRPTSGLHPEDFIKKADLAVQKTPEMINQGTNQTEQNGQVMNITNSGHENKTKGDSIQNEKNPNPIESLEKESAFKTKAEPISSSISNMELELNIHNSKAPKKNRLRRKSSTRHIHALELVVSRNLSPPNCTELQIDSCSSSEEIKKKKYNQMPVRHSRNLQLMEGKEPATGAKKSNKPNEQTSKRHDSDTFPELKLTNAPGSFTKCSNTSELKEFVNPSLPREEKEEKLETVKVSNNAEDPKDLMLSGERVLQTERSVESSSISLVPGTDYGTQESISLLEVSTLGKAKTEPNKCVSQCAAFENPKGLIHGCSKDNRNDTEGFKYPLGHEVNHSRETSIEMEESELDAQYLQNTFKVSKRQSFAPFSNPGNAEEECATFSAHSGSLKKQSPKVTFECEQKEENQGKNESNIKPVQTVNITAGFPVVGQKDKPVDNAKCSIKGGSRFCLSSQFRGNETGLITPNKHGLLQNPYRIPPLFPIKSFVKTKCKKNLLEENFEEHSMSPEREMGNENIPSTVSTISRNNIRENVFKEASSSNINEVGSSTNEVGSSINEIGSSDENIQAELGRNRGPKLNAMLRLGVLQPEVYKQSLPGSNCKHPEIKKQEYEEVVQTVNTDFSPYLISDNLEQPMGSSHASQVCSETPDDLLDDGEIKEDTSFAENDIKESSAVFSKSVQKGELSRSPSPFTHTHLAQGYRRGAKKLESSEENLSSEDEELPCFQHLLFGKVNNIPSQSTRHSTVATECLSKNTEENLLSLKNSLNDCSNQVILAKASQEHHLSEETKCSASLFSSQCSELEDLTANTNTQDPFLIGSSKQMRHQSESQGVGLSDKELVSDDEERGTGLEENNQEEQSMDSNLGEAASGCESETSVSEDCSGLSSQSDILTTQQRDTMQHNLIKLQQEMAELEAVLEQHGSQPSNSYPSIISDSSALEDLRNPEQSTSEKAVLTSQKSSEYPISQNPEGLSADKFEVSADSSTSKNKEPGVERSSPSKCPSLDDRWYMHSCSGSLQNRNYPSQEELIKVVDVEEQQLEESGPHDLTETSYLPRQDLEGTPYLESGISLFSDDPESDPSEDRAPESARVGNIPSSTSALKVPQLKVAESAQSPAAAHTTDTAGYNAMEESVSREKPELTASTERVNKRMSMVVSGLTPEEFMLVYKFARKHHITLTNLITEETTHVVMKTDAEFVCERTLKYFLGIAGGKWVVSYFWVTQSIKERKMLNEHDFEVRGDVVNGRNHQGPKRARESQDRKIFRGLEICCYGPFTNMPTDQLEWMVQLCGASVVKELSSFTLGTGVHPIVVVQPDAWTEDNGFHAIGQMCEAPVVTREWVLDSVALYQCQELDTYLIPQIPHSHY
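Compounds were incubated for 12 min at room temperature with a complex of 100 nM fluorescein-tagged pBACH1 decapeptide and 250 nM His-tagged BRCT protein. Buffer was phosphate pH 7.3 with EDTA, DTT and Tween 20. Disruption of binding lowers the polarization signal.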
GFP derepression – qHTS Assay for Epigenetic Modulators; hit rate 0.09% among 68,000; mouse C127i GFP locus derepression, cytometry, 30 h; Potency, µM (top dose mostly 46.1 µM), inactives show at the top dose GFP derepression (activation); also: % of control where 0% means no effect
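Read-out is the number of GFP-positive cells, scored as fluorescent objects 20 to 120 um wide, reflecting derepression of a silenced CMV-GFP reporter in murine C127i cells after 30 h compound exposure at 37 C.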
4-MU autofl – qHTS Assay for Spectroscopic Profiling in 4-MU Spectral Region; max dye-equivalent concentration, M; hit rate 11% among 59,000; AID 589, 2007; compound autofluorescence, 340/450 nm, 4-MU equivalents; stronger effect = higher value; in the data active = max dye-equivalent concentration above about 10 nM; inconclusive = mostly about 1.1 nM to 9.6 nM
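Compounds in 100 mM Tris, pH 8.0, incubated 15 min at room temperature, then fluorescence read at 340 nm excitation/450 nm emission. Signal converted to 4-MU dye-equivalent concentration using an on-plate six-point 4-MU standard curve.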
A350 fluor – qHTS Assay for Spectroscopic Profiling in A350 Spectral Region | Compound autofluorescence, 340/450 nm, Alexa 350 dye-equivalents; stronger effect = higher value | max dye-equivalent concentration, M | AID 590, 2007 | hit rate 11% among 59,000; in the data active = max dye-equivalent concentration above about 10 nM; inconclusive = mostly about 1.1 nM to 9.6 nM
CRE-bla Fsk – Cell signaling CRE-BLA (Fsk stim); CHO CRE-bla reporter (cAMP response element driving beta-lactamase), forskolin EC10, beta-lactamase ratio; Potency, µM (top dose mostly 38.2 µM), for the others: at the highest dose activity change, negative = inhibition, most hits filed as activators; hit rate 2.5% among 71,000; active = well fitted activation curve with a large enough effect in the signal ratio, with a control signal flat, not every such curve was filed as active; inconclusive = small, poorly fitted or top-dose-only effect, or effect the other way, or a change in a side signal; the % refers to the signal ratio; also: potency is read from the fitted curve at half-maximal effect; % of control where 0% means no effect
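AC50 values, positive or negative, reflect shifts in EC10 NKH 477-induced CRE-bla reporter activity in CHO cells. Incubation lasted 3 h at 37 °C before CCF4 substrate (2 h, room temperature) and ratiometric 460/530 nm reading.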
BRCT inh red – qHTS Assay for Inhibitors of BRCT-Phosphoprotein Interaction (Red Fluorophore); hit rate 0.03% among 75,000; BRCT-phosphopeptide binding, red fluorescence polarization; Potency, µM (titrated, usually from 76.9 µM), for inactives: at the top dose activity change, negative = inhibition, actives largely listed as inhibitors; also: % is scaled to controls: 0 for no effect and ±100 for the full control effect
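Fluorescence polarization: 100 nM His-tagged BRCA1 BRCT with 100 nM TAMRA-labelled phospho-BACH1 decapeptide, phosphate buffer pH 7.3 with 150 mM NaCl, DTT, 0.01% Tween 20; 12 min RT. Binding inhibition seen as FP decrease.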
Hsp90 Hop PPI – qHTS Assay for Disrupters of an Hsp90 Co-Chaperone Interaction; AlphaScreen TPR2A-His6 binding biotin-Hsp90 C-terminal peptide; Potency, µM (top dose mostly 57 µM), for the others: top-dose activity change, negative = inhibition; Hsp90 C-terminal peptide / TPR2A (Hop) interaction, human; AID 595, 2007; hit rate 0.44% among 71,000; active = well fitted curve in either direction with a large enough effect; inconclusive = small, poorly fitted or top-dose-only effect, or another doubt; also: potency is read from the fitted curve at half-maximal effect; % is scaled to controls: 0 for no effect and ±100 for the full control effect; many of its hits are not listed in these tables
HBB splicing – qHTS Assay for Modulators of Hemoglobin Beta Chain Splicing; HBB splicing reporter cell assay, activation; EGFP reporter with mutant IVS2-654 intron; response scale: normalised to 500 nM splice-correcting PNA; AID 925, 2007; hit rate 0.06% among 65,000; Potency, µM (top dose mostly 46.1 µM), without a hit: at the top dose activation, hits mostly activators; also: potency is read from the fitted curve at half-maximal effect; 0% is about no effect
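Compounds were applied for 2 days to HeLa EGFP-654 cells, 500/well in Optimem with 2% FCS. The reporter's EGFP is disrupted by mis-splicing of beta-globin intron IVS2-654. Readout: summed well GFP fluorescence from 488 nm laser scanning; reference was 500 nM antisense […] 654 PNA.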
DNA Pol III inh – qHTS Assay for Inhibitors of DNA Polymerase III Holoenzyme System. AID 603, 2007. Potency, µM (titrated, usually from 57.1 µM), for the others: top-dose activity change, negative = inhibition. reconstituted DNA polymerase III holoenzyme replication, biochemical. hit rate 0.25% among 71,000; also: potency is read from the fitted curve at half-maximal effect; % is scaled to controls: 0 for no effect and ±100 for the full control effect
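Reconstituted *E. coli* holoenzyme (0.35 nM Pol III, 1 nM beta, 154 nM SSB, 2 nM primase) was preincubated with compound for 15 min at RT. Synthesis on 1.4 nM ssM13Gori ran 35 min, then was stopped with PicoGreen/EDTA and read as dsDNA fluorescence.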
The depositor's hits bear a star; i = inactive; ? = inconclusive; . = no result given; ! = repeats disagree; [ ] = dose if it differs, or a comment. Unless noted, calls follow the shape of the dose curve; as a rule, active = well fitted curve in the direction sought with a large enough effect; inconclusive = small, poorly fitted or top-dose-only effect, or another doubt; inactive = no such curve, though single readings can be large; an effect the other way counts as inactive or inconclusive.

canonical_smiles,ALOX15 inhib,Ub-GFP proteasome,BRCT PPI green,GFP derepression,4-MU autofl,A350 fluor,CRE-bla Fsk,BRCT inh red,Hsp90 Hop PPI,HBB splicing,DNA Pol III inh
CCn1c(N)c(C(=O)NCc2cccnc2)sc1=S,-7%,7%,-2.1%,3%,i,i,?,0.7%,-8%,-2.7%,-2%
COc1ccc(-n2c(C)nc3c(cnn3-c3ccc(C)c(C)c3)c2=O)cc1,-9%,-1%,3.4%,7%,.,.,7%,0.0%,0%,0.5%,-4%
COc1ccc(NC(=O)CSc2nc3c(c(=O)n2-c2ccc(F)cc2)SCC3)c(OC)c1,-3%,11%,-1.6%,2%,i,i,?,-1.5%,?,1.4%,-1%
O=C(O)/C=C(\CC(=O)O)C(=O)O,19%[11.4 µM],-6%[9.17 µM],0.1%[15.4 µM],0%[9.22 µM],i,i,1%[7.6 µM],-3.0%[15.4 µM],0%[11 µM],1.3%[9.22 µM],-6%[11.4 µM]
O=C(NCCN1CCOCC1)c1cc(-c2ccco2)on1,3%,-15%,0.4%,-6%,i,i,4%,0.4%,3%,0.3%,-4%
CN(C)CCNC(=O)c1c(O)c2c([nH]c1=O)CCCC2,8%,1%,-1.7%,-2%,i,i,3%,0.0%,-1%,.,4%
CCn1c(NCc2cc(OC)ccc2OC)nc2ccccc21,-12%,3%,-1.5%,0%,i,i,8%,-1.5%,-8%,.,0%
O=C1CSC(c2ccccn2)N1c1cccc(Cl)c1 (configuration not stated),8%,-1%,-1.4%,-3%,?,?,?,-4.4%,-5%,-0.2%,2%
COCCCNc1oc(COc2ccc(Cl)cc2Cl)nc1C#N,8%,-8%,0.5%,0%,?,?,?,-0.6%,-10%,7.0%[0.369 µM],0%
CCc1ccc(-c2nc(CN3CCC(C(=O)NCc4ccccc4OC)CC3)c(C)o2)cc1,-7%,-3%,-0.2%,-2%,i,i,?,-3.7%,-10%,7.0%[1.84 µM],-2%
O=C(COc1ccc(Cl)cc1)NC1CCSC1=O (configuration not stated),8%,-1%,-1.1%,0%,i,i,-15%,-0.1%,0%,-4.1%,3%
COc1ccc(NC(=O)CCCN2C(=O)CCC2=O)cc1Cl,0%,1%,-0.6%,6%,i,i,2%,0.2%,-2%,-0.7%,1%
CCN(CC)S(=O)(=O)c1cccc(C(=O)NC(C(=O)Nc2nnc(C3CC3)s2)C(C)C)c1 (configuration not stated),-5%,-2%,-3.7%,-1%,i,?,-1%,1.1%,-1%,0.2%[57.5 µM],7%
Cc1ccc(C)n1-c1ncn[nH]1,7%,-1%,-0.4%,1%,i,i,-6%,-5.7%,-4%,-0.1%[57.5 µM],?
Cc1ccc(N(CC(=O)Nc2ccc(S(=O)(=O)N3CCOCC3)cc2)S(C)(=O)=O)cc1C,-6%,8%,0.2%,3%,.,.,-6%,0.7%,-2%,0.5%[9.22 µM],2%
Cn1c(SCC(=O)O)nc2ccccc2c1=O,16%,2%,-2.2%,-2%,i,i,-5%,-0.4%,-2%,.,-1%
CC(O)c1cc2c(cc1NC(=O)c1cnn3c1NC(c1ccco1)CC3C(F)(F)F)OCO2 (configuration not stated),1%,1%,2.0%,-2%,i,i,-3%,4.0%,-2%,-1.3%,-2%
N#Cc1cc2c(nc1SCc1ccccc1)CCCC2=O,-15%,-4%,2.1%,-2%,i,i,?,0.3%,22%,-2.7%,0%
CCOC(=O)C(NC(C)=O)(Nc1ccc(S(=O)(=O)Nc2onc(C)c2C)cc1)C(F)(F)F (configuration not stated),5%,4%,-0.8%,3%,i,i,9%,0.5%,-3%,0.2%[57.5 µM],-6%
CC1CC(c2ccccc2)n2nc(NC(=O)c3ccco3)nc2N1 (configuration not stated),11%,-1%,-3.1%,-2%,i,i,3%,0.9%,-3%,-5.9%[0.369 µM],2%
COc1ccc(OC)c(C(=O)CSc2nnc(-c3cccnc3)n2C)c1,11%,14%,0.0%,0%,i,i,-18%,1.1%,-3%,1.9%,0%
CCN(Cc1ccncc1)C(=O)c1cccc(S(=O)(=O)N2CCOCC2)c1,5%,-14%,-1.4%,1%,i,i,-20%,0.3%,-2%,0.0%,-2%
Cc1ccc(-n2ncc3c(=O)n(CC(=O)N4CCCc5ccccc54)cnc32)cc1C,-7%,-7%,-0.2%,-3%,i,i,-9%,0.5%,0%,0.1%,0%
O=C(Nc1ccc2c(c1)OCO2)c1cc2ncc(Br)cn2n1,-22%,-1%,-8.4%,0%,i,i,-11%,-6.8%,-17%,-1.1%,-10%
CCOc1ccc(-c2cc(CCCC(=O)Nc3cccc(OC)c3)no2)cc1,-11%,12%,-2.1%,.,.,.,?,1.4%,-4%[2.3 µM],-0.3%,-5%
COc1c(C)cccc1C(=O)Nc1cc(-c2nn3c(C)nnc3s2)ccc1C,11%,6%,0.8%,.,.,.,2.5µM*,-2.9%,-4%,-1.1%,-2%
O=C(OCC(=O)N1CCN(C(=O)c2ccco2)CC1)c1ccccc1C(=O)c1ccccc1,4%,0%,-0.2%,3%,i,i,-2%,-0.4%,-2%,0.1%[57.5 µM],0%
Cc1ccc(Nc2nc3nonc3[nH]c2=O)cc1,0%,-11%,0.2%,-2%,i,i,?,0.8%,-2%,0.9%[1.84 µM],-1%
O=S(=O)(NC1CC2CCC1C2)c1ccc(Br)s1 (configuration not stated),-16%,3%,-0.5%,-2%,i,i,11%,-3.3%,2%,-0.7%,-8%
NCCC[C@@](N)(C(=O)O)C(F)F,-7%,1%,-3.1%,-2%,i,i,-5%,1.7%,-2%,2.0%,2%
O=C(Oc1cccc(Oc2ccccc2)c1)N1CCOCC1,-4%,-6%,4.3%,0%,?,?,0%,-1.8%,10%,-1.1%,-1%
COc1ccccc1C(=O)OCC(=O)Nc1ccc(OC(F)F)cc1,0%,-1%,1.0%,0%,i,i,?,1.0%,0%,-2.6%,-5%

Ordered by molar mass (smallest number first): three of the compounds above.
canonical_smiles,ALOX15 inhib,Ub-GFP proteasome,BRCT PPI green,GFP derepression,4-MU autofl,A350 fluor,CRE-bla Fsk,BRCT inh red,Hsp90 Hop PPI,HBB splicing,DNA Pol III inh
NCCC[C@@](N)(C(=O)O)C(F)F,-7%,1%,-3.1%,-2%,i,i,-5%,1.7%,-2%,2.0%,2%
COc1ccccc1C(=O)OCC(=O)Nc1ccc(OC(F)F)cc1,0%,-1%,1.0%,0%,i,i,?,1.0%,0%,-2.6%,-5%
COc1c(C)cccc1C(=O)Nc1cc(-c2nn3c(C)nnc3s2)ccc1C,11%,6%,0.8%,.,.,.,2.5µM*,-2.9%,-4%,-1.1%,-2%

Next section
canonical_smiles,ALOX15 inhib,Ub-GFP proteasome,BRCT PPI green,GFP derepression,4-MU autofl,A350 fluor,CRE-bla Fsk,BRCT inh red,Hsp90 Hop PPI,HBB splicing,DNA Pol III inh
CC(=O)[C@@H]1CC[C@@H]2[C@@H]3CCC4=CC(=O)CC[C@@]4(C)[C@H]3CC[C@]21C,3%[25.6 µM],-4%[20.5 µM],2.1%[34.4 µM],2%[20.6 µM],2.3e-08M*!,2.7e-08M*!,12%[17.1 µM],0.7%[34.4 µM],1%[26 µM],-1.9%[20.6 µM],-7%[25.6 µM]
CCCCCC1CC(=O)N(Cc2ccc(Cl)cc2)C(=O)N1 (configuration not stated),10%,-10%,-0.7%,2%,i,i,-2%,0.0%,-1%,-1.6%,-2%
Cc1cc(C)nc(NCC(O)COc2ccccc2C)n1 (configuration not stated),10%,-6%,0.8%,-1%,i,?,2%,-0.3%,-1%,.,-3%
Cc1cc(C(=O)OCC(=O)N2c3ccccc3CC2C)c(C)o1 (configuration not stated),21%,-3%,1.2%,4%,?,?,2%,-0.3%,?,-2.5%,-1%
Cc1ccc(C(C)C)c(OCc2nnc(SCC(=O)Nc3ncc(C)s3)n2C)c1,1%,-3%,0.8%,0%,i,i,-6%,1.0%,-2%,0.6%,-4%
COCCNC(=O)c1cc2c(=O)n(C)c3ccccc3c2n1C,-8%,3%,3.6%,.,.,.,?,-1.6%,-1%[2.3 µM],-1.6%,-6%

Assay outcomes deposited in PubChem BioAssay by National Center for Advancing Translational Sciences (NCATS).
